# Screens (PubChem BioAssay)
# MC4R antagonist = antagonists of human melanocortin 4 receptor (MC4R); inhibition, % at 6.5 µM; AID 540295; 360,000 compounds, 0.48% hits; P32245; MC4R-expressing cells, MTII-stimulated cAMP, LANCE TR-FRET;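 active means inhibition above its plate's cutoff, the mean of tested wells on that plate plus 3 SD, cut at about 29% in these data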;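 further: 0% = Melanotan II alone and 100% = Melanotan II plus saturating MCL0020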
# Target sequence (P32245 whole entry, looked up): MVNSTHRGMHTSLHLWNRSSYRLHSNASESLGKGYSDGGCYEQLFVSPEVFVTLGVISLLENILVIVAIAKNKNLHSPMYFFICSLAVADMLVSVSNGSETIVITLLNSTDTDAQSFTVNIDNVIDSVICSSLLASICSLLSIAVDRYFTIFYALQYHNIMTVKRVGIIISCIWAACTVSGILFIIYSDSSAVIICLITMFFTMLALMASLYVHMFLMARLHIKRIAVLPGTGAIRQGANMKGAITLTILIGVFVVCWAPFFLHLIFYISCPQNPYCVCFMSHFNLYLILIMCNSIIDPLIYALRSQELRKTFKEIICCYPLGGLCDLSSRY
#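 Material – human MC4R-expressing U2OS cells · Repeats – no replicates · Detection – TR-FRET with Eu-cAMP and labeled anti-cAMP, 671 nm · Times – compound 30 min, challenge 1 h, detection 1 h · Compound – single nominal compound dose of 6.5 µM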
# hiPSC survival = increases survival of single human iPS cells; survival enhancement, % at 20 µM; hiPSC single-cell survival, ATPlite luminescence; 100% = ROCK inhibitor wells, 0% = DMSO; AID 602274; 360,000 compounds, 0.044% hits; in the data active means survival enhancement above about 18%;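 further: cells exposed to compounds for 16 hours before the ATP read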
# H9c2 protect = myocardial damage modulation in H9c2 cells | AID 588492 | H9c2 cardiomyocytes, H2O2 injury protection, ATPLite, 2 h | 360,000 compounds, 0.63% hits | protection from H2O2 cell death, % at 20 µM;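 active means compounds giving at least 50% protection of heart cells from peroxide-induced death in the single-dose screen, raw or plate-pattern-corrected value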;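 further: 0% = DMSO wells with peroxide and 100% = DMSO wells without peroxide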
# N-glyco inh = N-linked glycosylation inhibition. D54 ERlucT glycosylation luciferase reporter, 24 h; percent of 100 nM tunicamycin response. reporter increase, % at 12.5 µM. 360,000 compounds, 0.23% hits;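 active means mean luciferase reporter signal, scaled so untreated is 0 and the glycosylation-blocking control 100, at or above a set limit in every replicate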;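 further: luciferase carries N-glycosylation sites so blocking glycosylation raises the light; 0% = median of neutral control wells and 100% = median of 100 nM tunicamycin wells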
# ABHD5 PLIN5 PPI = inhibitors of human ABHD5-perilipin-5 interaction; Q00G26+Q8WTS1; Split G. princeps luciferase complementation, luminescence, 4 h; inhibition, % at 4 µM; 360,000 compounds, 0.78% hits;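 active means inhibition above the mean inhibition across every tested compound plus 3 SD, cut at about 22% in these data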;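 further: 0% = DMSO only wells and the 100% control is not disclosed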
# Exocytosis inh = blocks lytic granule exocytosis; 360,000 compounds, 0.66% hits; TALL-104 LAMP-1 surface exposure, flow cytometry; cells stimulated with thapsigargin and PMA; inhibition, % at 10 µM;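 active means inhibition above about 55%, limit read from the data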
# aDG glyco act = alpha-DG glycosylation activation | Pro5-aDG cells, alpha-DG glycosylation AlphaScreen (IIH6); 0% Pro5, 100% B10-LARGE cell signal | activation, % at 10 µM | 360,000 compounds, 0.22% hits | AID 624168;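 active means activation of at least 8% versus controls, or a plate z-score of at least 8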;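 further: Pro5 are CHO cells carrying HIG-tagged alpha-DG that lacks glycosylation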
# m5-HT2A agonist = activates the mouse 5-HT2A serotonin receptor. P35363. activation, % at 7.6 µM. CHO-K1 mHTR2A beta-arrestin complementation, luminescence; percent of 30 µM serotonin response. 360,000 compounds, 0.66% hits;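 active means activation above a run cutoff, the mean activation of all tested compounds plus 3 SD, cut at about 14% in these data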;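 further: 0% = plate median of compound wells and 100% = 30 µM serotonin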
# Target sequence (P35363 whole entry, looked up): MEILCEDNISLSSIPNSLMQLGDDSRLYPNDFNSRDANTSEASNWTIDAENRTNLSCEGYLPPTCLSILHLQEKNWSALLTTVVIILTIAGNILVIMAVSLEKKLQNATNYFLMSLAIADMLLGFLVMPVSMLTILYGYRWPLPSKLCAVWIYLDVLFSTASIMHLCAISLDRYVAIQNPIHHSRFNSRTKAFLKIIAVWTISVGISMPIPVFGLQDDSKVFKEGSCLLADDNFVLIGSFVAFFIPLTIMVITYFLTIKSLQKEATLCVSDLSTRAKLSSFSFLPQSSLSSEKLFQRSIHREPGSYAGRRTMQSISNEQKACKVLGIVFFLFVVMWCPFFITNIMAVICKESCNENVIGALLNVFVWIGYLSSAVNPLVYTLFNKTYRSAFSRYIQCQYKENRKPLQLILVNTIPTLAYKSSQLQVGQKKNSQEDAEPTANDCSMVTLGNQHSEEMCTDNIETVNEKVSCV
# MC4R barr agon = human MC4R agonism via beta-arrestin; P32245; activation, % at 8.9 µM; AID 540308; U2OS MC4R beta-arrestin complementation, luminescence; percent of melanotan II response, DMSO zero; 360,000 compounds, 0.98% hits;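 active means activation above a per-plate cutoff, the mean activation of sample wells on that plate plus 3 SD, cut at about 8% in these data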
# ABCB6 inh MLPCN = inhibitors of human ABC transporter ABCB6. K562-ABCB6 porphyrin accumulation, flow cytometry, 1 h; hits give low values. AID 602162. fluorescence ratio to DMSO, % at 10 µM. 360,000 compounds, 0.19% hits;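 active means fluorescence ratio to DMSO below 75%, the collection mean minus 3 SD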;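 further: signal is porphyrin accumulated inside mitochondria; 100% equals median channel fluorescence of DMSO control wells; lower ratio means ABCB6 inhibition with less porphyrin fluorescence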
# An asterisk follows results filed as active; nt = not tested or not shown.
SMILES,MC4R antagonist,hiPSC survival,H9c2 protect,N-glyco inh,ABHD5 PLIN5 PPI,Exocytosis inh,aDG glyco act,m5-HT2A agonist,MC4R barr agon,ABCB6 inh MLPCN
CCc1ccc(-c2cn(C3CCCCC3)c(=S)[nH]2)cc1,6,1.6,-17,-4,-13,-1,1.4,-3,-3.6,100
C/C(=N\OC(=O)c1cccc(C)c1)c1sc(-c2ccccc2)nc1C,1,-2.5,-8,-2,5,54,0.4,1,1.7,103
N/N=C(/Cc1nc2ccccc2[nH]1)c1ccc([N+](=O)[O-])cc1,4,3.3,-13,-2,-6,0,-0.3,-5,-1.8,104
COCCn1c(SC(C)C(=O)NC2CC2)nnc1-c1cccc(C)c1 (stereo not drawn),4,-0.5,2,-2,-4,4,0.0,9,-3.5,98
COc1ccccc1C(=O)Nc1ccc(OCC(=O)N2CC(C)OC(C)C2)cc1 (stereo not drawn),5,-0.5,-13,-1,-2,4,0.0,0,-1.0,99
CCCCCOc1ccc(C2NC(=O)NC2=O)cc1 (stereo not drawn),8,-0.8,0,0,7,2,-0.1,-1,-1.7,97
Cc1ccc(S(=O)(=O)Nc2cc(C(F)(F)F)ccc2N2CCOCC2)cc1,13,0.5,-4,-4,-2,-10,-0.1,-3,-0.8,103
N/C(=N\OC(=O)N1c2ccccc2Sc2ccccc21)c1ccccc1,1,0.7,4,5,-6,-5,-0.2,-3,-0.5,103
Cc1cccc(OCCC(=O)Nc2ccc(Cl)cc2F)c1,1,-0.3,0,1,-4,9,0.0,0,0.4,99
CC(C)Oc1ccc(CNC(=S)N/N=C/c2ccc([N+](=O)[O-])cc2)cc1,10,-0.2,-9,-3,-9,1,-0.2,-5,2.7,97
O=C(COC(=O)c1cc(-c2cccnc2)nc2ccccc12)Nc1ccc(F)cc1F,2,2.2,71*,2,5,13,0.2,3,0.3,99
CN1CCN(C(=O)C2=C[C@@H](c3ccccc3)C[C@@H](OCc3ccc(CO)cc3)O2)CC1,4,-1.5,-1,1,3,-5,-0.1,4,-0.6,101
CC(C)(CNC(=O)c1cc2ccccc2o1)N1CCOCC1,5,-0.5,-3,2,0,1,0.4,7,-0.7,104
O=C(N/C(=C/c1cccc([N+](=O)[O-])c1)C(=O)N1CCOCC1)c1ccccc1Br,-1,0.2,4,-1,6,0,-0.2,-4,-1.7,100
c1cc(-n2nnc3cnccc32)ccn1,-1,-0.2,3,1,2,2,0.0,3,-0.9,96
CC(C)NC(=O)CSc1nnc(C2CC2)n1-c1ccccc1,2,0.5,20,-1,0,1,-0.1,1,-1.1,100
O=[N+]([O-])c1ccc(/C=N\NS(=O)(=O)c2ccc(F)cc2)o1,4,-0.1,-2,3,-2,-1,0.0,4,-1.8,96
Cc1cccc(N=C2NC(=O)CS2)c1,0,0.1,-2,0,-4,-8,6.4*,6,-1.4,101
Cc1[nH]c2ccccc2c1SCC(=O)N1CCCCC1,4,1.2,-1,-1,-6,-7,0.8,2,-3.1,100
Fc1ccc(COc2ccc(-c3nnco3)cc2)c(Cl)c1,2,-0.5,-12,-2,-7,5,0.1,8,-1.0,89

# 2 compounds drawn at random from those above:
SMILES,MC4R antagonist,hiPSC survival,H9c2 protect,N-glyco inh,ABHD5 PLIN5 PPI,Exocytosis inh,aDG glyco act,m5-HT2A agonist,MC4R barr agon,ABCB6 inh MLPCN
Cc1cccc(N=C2NC(=O)CS2)c1,0,0.1,-2,0,-4,-8,6.4*,6,-1.4,101
N/C(=N\OC(=O)N1c2ccccc2Sc2ccccc21)c1ccccc1,1,0.7,4,5,-6,-5,-0.2,-3,-0.5,103

# Additional entries
SMILES,MC4R antagonist,hiPSC survival,H9c2 protect,N-glyco inh,ABHD5 PLIN5 PPI,Exocytosis inh,aDG glyco act,m5-HT2A agonist,MC4R barr agon,ABCB6 inh MLPCN
O=C(Cc1ccc([N+](=O)[O-])cc1)N1CCc2ccccc2C1,-3,0.7,1,2,-2,-8,0.0,-5,-2.1,103
COc1ccc(NS(=O)(=O)c2c(C)n(C)c(=O)n(C)c2=O)cc1,-2,2.5,7,-1,4,1,0.0,0,-0.5,101
CCCCN1CCN=C1Nc1ccccc1,3,-0.4,6,2,0,-6,-0.2,-5,-2.4,98
O=C(CNC(=O)c1ccccc1F)OC1CCOC1=O (stereo not drawn),16,0.9,2,3,-1,-3,-0.2,5,-0.8,103
CC(C)C(C)NC(=O)CSc1nc2scc(-c3ccco3)c2c(=O)n1-c1ccccc1 (stereo not drawn),1,-3.1,8,-3,38*,1,-0.6,1,-0.1,99
Cc1cccc2nc(-c3ccco3)c(Nc3ccc4c(c3)OCO4)n12,1,-0.7,1,-5,4,-8,0.2,1,-0.8,97
CN(C)S(=O)(=O)c1cccc(C(=O)OCC(=O)N2c3ccccc3NC(=O)C2(C)C)c1,-2,2.3,-2,-2,-5,0,-0.2,0,-0.6,92
CC1=C(C(=O)N2CCCCCC2)CC(CC(=O)NCc2ccco2)C(=O)N1Cc1ccccc1 (stereo not drawn),nt,-1.0,1,3,5,-2,-0.1,-1,nt,98
C=CCC(Nc1ccccc1)c1cccc(OC)c1OC (stereo not drawn),15,-0.4,1,-1,0,0,-0.2,1,-0.6,94
CC1CN(C(=O)c2ccc([N+](=O)[O-])s2)CC(C)O1 (stereo not drawn),-2,0.3,5,4,0,0,0.2,11,2.1,97
COC(=O)c1sccc1NC(=O)Nc1cccc(C(C)=O)c1,4,-0.3,10,1,0,1,-0.3,12,-1.6,99
COC(=O)C1=C(C)N(C)C(=S)NC1c1ccc(OC)cc1OC (stereo not drawn),1,-2.3,-2,2,-4,0,0.0,1,-1.7,93
O=C(CN1C(=O)c2ccccc2C1=O)Oc1ccc(Cl)cc1,2,-0.7,-9,0,-7,0,-0.2,3,-2.9,101
CC(=O)Nc1cccc(NC(=S)Nc2cccc3ccccc23)c1,10,0.1,-13,-1,-40,3,0.3,1,-2.5,95
O=C(O)c1ccc(N/N=C/c2ccc(OC(=O)c3ccccc3Cl)cc2)cc1,1,0.6,-5,-19,-2,-1,0.0,3,1.5,97
O=C(NN1C(=O)C2C(c3ccccc3)C=CC(c3ccccc3)C2C1=O)c1ccncc1 (stereo not drawn),7,4.4,-6,-1,2,-6,0.1,-1,-1.9,97
CCN1C(=O)C(C)C=C(C)C=C1C (stereo not drawn),4,-2.9,0,1,-2,16,0.0,0,-2.3,101
Cc1cc(C2C(C#N)=C(N)SC(N)=C2C#N)c(C)s1,4,1.8,3,1,-24,-1,-0.1,1,-0.7,104
COc1cc(CNCCN2CCOCC2)ccc1OCc1cccc(Cl)c1,3,1.6,7,-1,10,5,0.5,-1,-0.6,99
CN(C)CC(C)(C)CNS(=O)(=O)c1ccc(OC(F)(F)F)cc1,1,1.6,-4,-2,3,-1,0.2,1,-0.8,94
C=CC[C@@H](CC(=O)N[C@H](CO)Cc1ccccc1)C(=O)N[C@@H](COC(=O)[C@@H](CC=C)CC(=O)OC(C)(C)C)Cc1c[nH]c2ccccc12,12,-3.5,27,-2,-6,2,0.8,1,4.5,96
O=C(C1CCC1)N1CCN(c2ccc(C(F)(F)F)cc2[N+](=O)[O-])CC1,3,0.3,-8,-2,1,0,0.4,-1,-3.6,89
CC(C)C[C@H]1CN([C@@H](Cc2ccc(O)cc2)CN2CCC[C@H]2CN2C(=O)C(=O)NC[C@@H]2Cc2ccccc2)C(=O)C(=O)N1CC1CCCCC1,nt,0.3,nt,nt,9,0,-0.3,-5,nt,97
CCOc1ccc(NC(=O)N[C@@H](Cc2ccccc2)C(=O)O)cc1,9,-0.4,0,2,0,1,-0.1,4,1.2,96
O=[N+]([O-])c1ccc(N2CCN(S(=O)(=O)Cc3ccccc3)CC2)cc1N1CCOCC1,6,-0.1,6,0,-4,0,-0.4,3,-1.1,89
COc1ccccc1CNC(=O)CN1C(=O)c2cccc(N)c2C1=O,9,1.4,6,0,11,3,0.0,-3,-2.0,100
O=C(Cn1cnc2cc([N+](=O)[O-])ccc2c1=O)Nc1ccc2c(c1)OCO2,21,-1.7,-1,1,-6,7,-0.4,3,-2.0,101
COc1c(-c2ccc([N+](=O)[O-])cc2[N+](=O)[O-])c(=O)n(C)c(=O)n1C,5,0.2,2,-1,9,6,0.0,-1,-2.1,100
CCCCCCCCN1C(=O)[C@H](CC(=O)NCc2cccs2)C[C@@]2(C(=O)OC)CCCCC=C12,nt,-0.8,nt,nt,-1,8,0.0,-7,nt,95
CCC(=O)N1CCN(CCN=CC2=C(O)CC(c3ccc(OC)cc3)CC2=O)CC1 (stereo not drawn),5,1.6,4,2,6,-1,0.0,11,-0.4,103
CC1CCC2(CC1)NC(=O)N(CC(=O)NCc1cccs1)C2=O (stereo not drawn),0,-0.1,-5,2,5,-1,-0.3,3,-1.6,105
Nc1ccc(C(=O)OCC(=O)N2CCc3ccccc3C2)cc1[N+](=O)[O-],6,0.8,1,0,-9,2,-0.1,-5,-2.2,104
CC(C)(C)c1ccc(C(=O)OC/C(O)=C(\C#N)c2nc3ccccc3s2)cc1,29*,3.9,-15,0,2,1,-0.1,2,0.8,101
Cc1sc(NC(=O)CCl)c(C(=O)c2ccccc2)c1C,22,-3.5,-6,6,2,-1,-0.4,-2,-0.8,95
COC(=O)[C@@H](Cc1c[nH]c2ccccc12)NC(=O)c1cc(=O)[nH]c2ccccc12,16,-0.8,-1,-2,-4,-3,-0.2,-1,-2.4,99
Nc1nc2ccc(Cl)cc2cc1C(=O)NCCc1c[nH]c2ccccc12,nt,-0.5,nt,nt,0,-1,1.6,2,nt,89
COc1ccc(Nc2nnc(SCC(=O)N3CCCC3)s2)cc1,4,-1.0,-1,-1,-5,1,-0.1,-5,-0.9,99
COC(=O)c1ccccc1NC(=O)c1cc(-c2ccco2)on1,0,0.2,7,2,0,1,0.1,7,3.4,88

# A second format for part of the listing above.
Cc1sc(NC(=O)CCl)c(C(=O)c2ccccc2)c1C
  MC4R antagonist: 22 | hiPSC survival: -3.5 | H9c2 protect: -6 | N-glyco inh: 6 | ABHD5 PLIN5 PPI: 2 | Exocytosis inh: -1 | aDG glyco act: -0.4 | m5-HT2A agonist: -2 | MC4R barr agon: -0.8 | ABCB6 inh MLPCN: 95
COC(=O)[C@@H](Cc1c[nH]c2ccccc12)NC(=O)c1cc(=O)[nH]c2ccccc12
  MC4R antagonist: 16 | hiPSC survival: -0.8 | H9c2 protect: -1 | N-glyco inh: -2 | ABHD5 PLIN5 PPI: -4 | Exocytosis inh: -3 | aDG glyco act: -0.2 | m5-HT2A agonist: -1 | MC4R barr agon: -2.4 | ABCB6 inh MLPCN: 99
Nc1nc2ccc(Cl)cc2cc1C(=O)NCCc1c[nH]c2ccccc12
  MC4R antagonist: nt | hiPSC survival: -0.5 | H9c2 protect: nt | N-glyco inh: nt | ABHD5 PLIN5 PPI: 0 | Exocytosis inh: -1 | aDG glyco act: 1.6 | m5-HT2A agonist: 2 | MC4R barr agon: nt | ABCB6 inh MLPCN: 89
COc1ccc(Nc2nnc(SCC(=O)N3CCCC3)s2)cc1
  MC4R antagonist: 4 | hiPSC survival: -1.0 | H9c2 protect: -1 | N-glyco inh: -1 | ABHD5 PLIN5 PPI: -5 | Exocytosis inh: 1 | aDG glyco act: -0.1 | m5-HT2A agonist: -5 | MC4R barr agon: -0.9 | ABCB6 inh MLPCN: 99
